# CFTR F508del cor = CFTR F508del correction in bronchial cells. activity (quench increase), % at 7.58 µM. CFBE cells, YFP halide quenching; stimulated with forskolin plus potentiator P3; % fluorescence drop versus neutral controls. 350,000 tested, 0.36% active;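 active = mean added fluorescence quench of at least 8% versus neutral control, with both replicates also reaching 8%; inconclusive = only one of the mean or replicate conditions met; inactive = mean below 8% and not both replicates reaching 8%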;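 note: cells transiently co-express mutant CFTR-F508del with the halide-sensitive YFP; corrector assay measuring rescue of mutant channel to the surface after 24 h compound exposure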
# EWS-Fli block = EWS/Fli transcriptional activity inhibition. A673 NR0B1-luciferase reporter, viability-normalised. inhibition, % at 12.6 µM. 350,000 tested, 0.67% active;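 active = mean inhibition of at least 50% after viability correction, with every replicate also passing that limit; inconclusive = mean reaches 50% but only one of two replicates passes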;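 note: firefly luciferase signal divided by Alamar Blue viability fluorescence both relative to DMSO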
# INS-1E GSIS act = GLuc luminescence reporter in INS-1E cells, primary screen for activators of glucose-dependent secretion of insulin; AID 743287; INS-1E GLuc reporter insulin secretion, 2-3 h; activation, % at 16.6 µM; 370,000 tested, 0.61% active;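 active = lowest replicate activation of at least 40%, so every replicate reaches that level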;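 note: 0% = median of neutral control wells and 100% = median of IBMX positive control wells; some compounds called inactive have numbers as strong as hits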
# PAX8 reporter = lowers PAX8-driven luciferase in RMG-I cells. RMG-I TPO-luciferase reporter, SteadyGlo, 24 h. inhibition, % at 12.6 µM. 360,000 tested, 1.2% active. AID 652154;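 active = mean replicate inhibition at least 60% with every replicate also reaching 60%; inconclusive = only one of the two criteria is met; inactive = mean below 60% and not all replicates reaching 60%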;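 note: luciferase light reporting Pax8 driven TPO promoter activity; plate controls were median of neutral control wells for no effect and mitoxantrone controls for full effect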
# FN deposit inh = fibronectin deposition inhibition | 350,000 tested, 0.086% active | AH1F fibroblasts, Alexa488-fibronectin deposition fluorescence, overnight | AID 743247 | inhibition, % at 12.6 µM;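 active = mean inhibition across replicates of 30% or more, regardless of how many single replicates reach that level; inconclusive = mean under 30% yet at least half of replicates reach 30%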;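 note: positive control wells lacked labelled fibronectin entirely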
#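 Assay system: AH1F fibroblasts / Quantity: 10000 cells per well / Medium: DMEM plus 2% serum, read in PBS / Reagent: labelled fibronectin 24 nM / Dosing: single dose, pinned / Times: 1 h cell attachment, overnight exposure to compound and label / Signal: fluorescence, ex 485 nm, em 525 nm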
# DENV2 CPE rescue = protects cells from dengue virus 2 cytopathic effect | 350,000 tested, 1.7% active | DENV2-infected cells, cytopathic effect rescue, plate reader | CPE inhibition, % at 9.99 µM | AID 651640; in the data active = CPE inhibition above about 20%, passing the limit was not always enough; inconclusive = no clear call, values can overlap the other calls; tested in BHK-21 cells;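 note: 0% = median of neutral control wells and 100% = median of positive control wells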
# miR-122 sensor = inhibitors of miR-122 in Huh7 cells; Huh7 miR-122 Renilla luciferase sensor, 48 h; neutral wells = 0, positive control = 100; activation (reporter increase), % at 12.5 µM; 340,000 tested, 0.3% active;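 active = mean replicate activation score at least 90 and every replicate individually at or above 90; inconclusive = only one of the two criteria met; inactive = neither criterion met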;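 note: higher luciferase means less miR-122 activity so hits act as miR-122 inhibitors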
# Active calls of the source: *; ? = inconclusive; nt = no result given; & = joins results of further samples; [ ] = remark or other dose. Hits appear at their usual frequency; any-hit rate near 3.9%.
# Values run as follows: CFTR F508del cor, EWS-Fli block, INS-1E GSIS act, PAX8 reporter, FN deposit inh, DENV2 CPE rescue, miR-122 sensor
> CCOc1cc(/C=N/Nc2ccc(C(=O)O)cc2)ccc1OC(=O)c1ccccc1C
  0.4, -61.2, -53.6, -76.9, -4.6, 5.2, nt
> COc1ccc2c3c(n(C)c2c1)[C@H](CO)N(C(=O)Nc1cccc(F)c1)CC31CCN(Cc2nccs2)CC1
  2.6, 15.5, 3.7, nt, nt, -3.0, nt
> CCC(=O)Nc1nc(C)c(-c2csc(Nc3cccc(O)c3)n2)s1
  3.4, 11.8, -6.0, 17.0, 4.2, -3.5, nt
> N#Cc1ccc(/C=C2\CCCCn3c2nc2cc(C(=O)O)ccc2c3=O)cc1
  -2.0, -4.7, -1.1, 16.9, 3.2, -4.5, nt
> O=C1CN(C(=O)c2ccccc2F)C(c2ccccc2)c2cc(Cl)ccc2N1 (stereo not drawn)
  1.1, -10.8, -13.2, 12.3, -4.2, 2.9, 9.6
> C[C@@H]1CCCCO[C@H](CN(C)S(=O)(=O)c2ccc(F)cc2)[C@@H](C)CN([C@@H](C)CO)C(=O)c2cc(NS(=O)(=O)c3cccs3)ccc2O1
  -1.1, 3.6, -25.4, 12.4, nt, -9.1, 19.7[16.7 µM]
> Cc1n[nH]c(=O)n1-c1ccc(OCc2ccccc2)cc1
  0.7, -91.7, -5.1, -43.5, 0.1, 6.8, -3.5
> Cc1noc(C)c1S(=O)(=O)N(CC(=O)NCc1ccc(Cl)cc1)c1ccc2c(c1)OCO2
  0.3, 4.6, 10.5, 26.2, -4.2, -0.1, 1.8
> Nc1nc(-c2ccccc2)c(-c2ccc([N+](=O)[O-])cc2)s1
  -2.7, 18.6, nt, 9.4, -1.8, 0.6, -2.1
> C[C@@H]1CN([C@@H](C)CO)C(=O)c2cc(NS(=O)(=O)c3ccccc3)ccc2O[C@@H]1CN(C)C(=O)Nc1ccc2c(c1)OCO2
  2.3, 0.8, 12.2, nt, -4.1, 49.1*, 6.4[16.7 µM]
> CCn1c(=O)c2cc(C(=O)Nc3ccc(OC)cc3OC)sc2c2ccccc21
  2.0, 30.1, 7.0, -11.8, -7.7, 6.0, nt
> COCCNC(=O)Cn1c(=O)n(C)c2ccccc21
  nt, nt, nt, -14.9, -13.2, nt, 1.6
> CCn1c(CC(=O)Nc2ccccc2)n[nH]c1=S
  2.1, 2.0, -1.1, 23.4, nt, -5.3, 1.6
> CCN(CC)S(=O)(=O)c1ccc2[nH]cc(C(=O)NC3CC3)c(=O)c2c1
  0.2, 5.2, nt, -4.3, 4.1, 0.4, nt
> CC(=O)Nc1ccc(S(=O)(=O)N2CCC(C(=O)NCCC(=O)NCc3ccccc3)CC2)cc1
  1.2, 1.9, 25.8, -9.3, -0.1, -2.6, -6.3
> COc1ccc(CCNC(=O)c2ccc3c(c2)NC(=O)CS3)cc1OC
  0.9, nt, 11.9, -8.4, 1.8, -1.2, -3.7
> O=C(NCCN1CCN(c2ccccc2)CC1)c1ccc2c(c1)[nH]c(=S)n1c3ccccc3nc21
  1.0, -18.1, -0.2, -10.0, 8.5, 0.4, nt
> Cc1cc(CNC(=O)COc2ccc(F)cc2)c2ccccc2n1
  -5.7, -1.0, 39.2, -9.6, 11.7, 6.0, 2.9
> C/C=C/c1ccc([C@@H]2[C@@H](CN(CCC)C(C)=O)N(C(C)=O)[C@H]2CO)cc1
  1.8&-4.1, -21.1&-7.0, -2.3, -8.0&1.3, -10.7, -12.4&-11.2, -7.1&-14.3[16.7 µM]
> C[C@H]1CN([C@@H](C)CO)S(=O)(=O)c2ccc(C#CC3CC3)cc2O[C@H]1CN(C)Cc1ccncc1
  1.3, 13.4, -5.5, nt, 8.4, -16.7, 3.2[16.7 µM]
> CO[C@H]1CN(C)C(=O)c2cc(NS(C)(=O)=O)ccc2OC[C@H](C)N(S(C)(=O)=O)C[C@H]1C
  3.3, -7.4, 23.2, nt, -9.5, -2.8, -2.8[16.7 µM]
> Cc1ccccc1S(=O)(=O)N1CC[C@@H]2[C@@H](CO)Nc3ccc(C#Cc4ccccc4)cc3[C@@H]21
  3.1, 1.1, -1.5, -8.4, 1.5, -6.7, -0.8[16.7 µM]
> NCCN1CCN2C(=O)CN(C(=O)c3ccccc3)CC12 (stereo not drawn)
  1.1, -12.8, 8.2, 13.8, -4.0, -17.0, nt
> Cc1ccc(S(=O)(=O)/N=C2/NC(=O)/C(=C\c3ccccc3)S2)cc1
  -2.0, 8.7, -43.1, -14.1, -2.4, 10.9, nt
> Cc1ccc(NC(=O)[C@@H]2CCC(=O)N2C2OC(=O)c3ccccc32)cc1Cl (stereo partly drawn)
  0.1, -5.7, nt, nt, nt, -5.7, -2.0
> CCOc1ccc(S(=O)(=O)N2CCC(C(=O)N3CCN(c4ccccc4)CC3)CC2)cc1
  -0.9, 1.2, -8.7, 24.4, nt, -8.1, nt
> CC(=O)N1CC(C)Sc2ccc(S(=O)(=O)NC3CCCCC3)cc21 (stereo not drawn)
  0.9, 11.5, 4.8, 21.0, -2.3, 1.0, nt
> C=CCC(=O)NC1CC(C)(C)Cc2c1cnn2-c1ccccc1C (stereo not drawn)
  -1.2, -2.2, 3.0, 2.5, -9.5, 6.2, nt
> CCC(Sc1nc2ccsc2c(=O)n1CCC(=O)O)C(=O)Nc1ccc(Cl)cc1 (stereo not drawn)
  1.5, 4.0, nt, 0.8, 3.8, -0.7, 0.6
> Cn1c(=O)c2c(nc(CN3CCN(C(c4ccccc4)c4ccccc4)CC3)n2CCCO)n(C)c1=O
  2.1, 8.7, -6.4, -34.5, -17.7, ?, nt
> CCCNC(=O)[C@@H]1[C@@H](CO)[C@@H]2Cn3c(ccc(-c4cccc(F)c4)c3=O)[C@H]1N2Cc1ccccc1F
  2.8, nt, -23.2, -2.9, nt, 11.2, nt
> CCN1CCN(c2ccc(S(=O)(=O)N3CCCCC3)cc2NC(=O)/C=C/c2ccc(OC(F)F)cc2)CC1
  -0.9, 20.6, -13.3, 33.2, 1.2, 3.9, -3.7
> C/C=C/c1ccc([C@@H]2[C@H](CO)N(C(=O)CN(C)C)C23CN(C(=O)C2CCCC2)C3)cc1
  0.3, 15.1, 9.2, -29.0, 4.1, 7.8, nt
> Cn1c(C(=O)NCCCN2CCCCCC2)cc2c(=O)n(C)c3ccccc3c21
  -3.7, -10.8, -6.1, 0.3, -2.5, -4.6, 1.3
> COc1cccc([C@@H]2CC=C(C(=O)O)CN2S(=O)(=O)c2ccc(C)cc2)c1
  -2.2, 3.7, 5.6, -7.3, -16.4, ?, nt
> O=C(N[C@@H]1C=C[C@@H](CC(=O)N2CCC(Cc3ccccc3)CC2)O[C@H]1CO)c1cnccn1
  3.2, nt, 12.5, nt, -2.2, -2.1, nt
> O=C(/C=C/c1c(F)cccc1Cl)Nc1nn[nH]n1
  -0.1, 7.1, 2.9, 8.9, 4.3, 2.6, -4.0
> Cc1onc(-c2c(F)cccc2Cl)c1C(=O)N1CCc2ccccc21
  -0.2, -0.2, -3.6, nt, nt, -0.1, 6.5
> COc1ccc(CN(C)C[C@@H]2Oc3ccc(NC(=O)Nc4c(C)noc4C)cc3C(=O)N([C@H](C)CO)C[C@@H]2C)cc1
  0.2, 5.0, 6.0, -25.8, -3.9, 2.9, 0.5[16.7 µM]
> C[C@H](CO)N1C[C@H](C)[C@@H](CN(C)C(=O)Nc2ccc(C(F)(F)F)cc2)Oc2ccc(NS(C)(=O)=O)cc2CC1=O
  0.9, -7.7, -5.0, 7.1, nt, -4.2, 1.6[16.7 µM]
> O=C(NCc1cccc(F)c1)[C@@H]1[C@@H](CO)[C@@H]2Cn3c(cccc3=O)[C@H]1N2
  -1.5, 0.2, 12.6, -9.2, nt, 1.1, -0.9[16.7 µM]
> CO[C@H]1CN(C)C(=O)c2ccc(NC(C)=O)cc2OC[C@H](C)N(CCC(F)(F)F)C[C@@H]1C
  0.3, -8.5, -8.7, -21.3, -26.6, -4.4, nt
> CCCNC(=O)C[C@@H]1C[C@H]2c3cc(NC(=O)NC4CCCC4)ccc3O[C@H]2[C@@H](CO)O1
  1.2, -1.1, 8.3, -8.5, -2.2, -2.4, 0.4[16.7 µM]
> Cc1ccc2nc(SCC(=O)NCc3ccco3)nc(=O)n2c1
  3.3, -0.6, 8.7, -4.3, 6.2, 1.4, -7.9
> CCS(=O)(=O)N1[C@H](C#N)[C@@H](c2ccc(C#CCC3CCCC3)cc2)[C@@H]1CO
  7.8, 7.8, -16.2, -5.8, -18.5, 6.6, nt
> CCCN(C)C[C@H]1OCCCC[C@@H](C)Oc2ccc(NC(=O)Nc3ccccc3)cc2C(=O)N([C@H](C)CO)C[C@@H]1C
  -1.2, -2.7, -6.5, -2.5, 3.4, -1.7, 0.2[16.7 µM]
> O=C(O)c1cccc(Oc2ncnc3sc4c(c23)CCCC4)c1
  -2.3, 4.3, 6.3, 7.0, -2.0, -2.9, -1.5
> COc1ccccc1S(=O)(=O)N[C@@H]1C=C[C@@H](CC(=O)NCc2cccc(F)c2)O[C@@H]1CO
  -1.2, 0.5, 2.7, 0.4, 0.9, 2.1, nt
> Cc1ccc(NC(=O)CCNC(=O)c2ccccc2)cc1F
  0.0, -9.7, -6.1, 3.8, -5.4, -3.3, -6.6
> CCN(CC)S(=O)(=O)c1ccc(N2CCOCC2)c(NC(=O)COc2ccccc2C#N)c1
  1.3, 12.6, -0.4, 22.1, 7.9, -2.6, -3.9
> COc1ccc(NC(=O)Nc2ccc3c(c2)C(=O)N([C@@H](C)CO)C[C@H](C)[C@H](CN(C)S(=O)(=O)c2cn(C)cn2)OCCCC[C@@H](C)O3)cc1
  -2.3, -11.1, -0.7, -15.4, nt, ?, 14.8[16.7 µM]
> Cc1ccc(/C=N/Nc2nc(N3CCOCC3)nc(N3CCOCC3)n2)o1
  1.3, 9.2, -5.6, 8.5, 1.0, -3.9, nt
> O=C(NCCc1ccccc1)C(=O)Nc1nccs1
  nt, nt, 2.0, -30.7, 2.2, nt, 3.4
> COc1ccc(NC(=O)COC(=O)c2ccc3ccccc3n2)cc1OC
  -2.5, 6.2, -1.0, 8.5, -0.7, -0.4, nt
> CCC(C)NC(=O)CC(C)C (stereo not drawn)
  -0.4, 3.6, 7.2, -11.0, 11.0, -3.1, -14.2
> CSc1ccc(CN2CCC(C)(Oc3ccccc3)C2)cc1 (stereo not drawn)
  2.0, 4.8, -23.7, -28.0, 2.8, -5.1, 10.4
> COc1ccc(CNC(=O)N[C@@H](CC(C)C)C(=O)O)cc1OC
  0.4, 1.5, 33.6, 9.8, 6.2, -7.2, nt
> CC=Cc1ccc2n(c1=O)C[C@H]1[C@H](CO)[C@@H](C(=O)NCCC)[C@@H]2N1C(=O)C1CC1 (mixture of isomers)
  0.1, 1.2, -0.1, nt, nt, 8.1, 10.2[16.7 µM]
> C[C@@H]1CN([C@H](C)CO)C(=O)c2cccc(NC(=O)Nc3ccc(F)cc3)c2O[C@H]1CN(C)C(=O)Nc1ccc2c(c1)OCO2
  -0.5, -87.8, 4.4, -27.1, 3.1, 4.8, 6.6[16.7 µM]
> CCOC(=O)C1(C)CCN1C(=O)c1oc2ccccc2c1C (stereo not drawn)
  -0.6, -2.0, 3.7, -14.2, -26.2, 10.3, 1.4
> CC(C)NC(=O)Nc1ccc2c(c1)C(=O)N([C@@H](C)CO)C[C@H](C)[C@@H](CN(C)Cc1ccc(Cl)c(Cl)c1)O2
  -1.0, 1.6, 2.1, 3.3, 1.9, 15.7, -0.3[16.7 µM]
